Tn6 DDE FP – inhibitors of Tn6 peptide binding to fibrin DD(E), primary screen, biochemical, fluorescence polarization, human fibrin, Tn6 probe | inhibition, % at 8.3 µM | Fibrin DD(E) TRITC-Tn6 fluorescence polarization displacement | 370,000 tested, 0.21% active | AID 720509, 2013 | Fibrinogen beta chain (Homo sapiens), P02675;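 active means inhibition above a per-campaign cutoff: mean of compounds within control limits plus 3 SD, cut at about 15% in these data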;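 further: 0% = median of all compound wells on the plate and 100% = blocking peptide control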
Target sequence (P02675 whole entry, looked up): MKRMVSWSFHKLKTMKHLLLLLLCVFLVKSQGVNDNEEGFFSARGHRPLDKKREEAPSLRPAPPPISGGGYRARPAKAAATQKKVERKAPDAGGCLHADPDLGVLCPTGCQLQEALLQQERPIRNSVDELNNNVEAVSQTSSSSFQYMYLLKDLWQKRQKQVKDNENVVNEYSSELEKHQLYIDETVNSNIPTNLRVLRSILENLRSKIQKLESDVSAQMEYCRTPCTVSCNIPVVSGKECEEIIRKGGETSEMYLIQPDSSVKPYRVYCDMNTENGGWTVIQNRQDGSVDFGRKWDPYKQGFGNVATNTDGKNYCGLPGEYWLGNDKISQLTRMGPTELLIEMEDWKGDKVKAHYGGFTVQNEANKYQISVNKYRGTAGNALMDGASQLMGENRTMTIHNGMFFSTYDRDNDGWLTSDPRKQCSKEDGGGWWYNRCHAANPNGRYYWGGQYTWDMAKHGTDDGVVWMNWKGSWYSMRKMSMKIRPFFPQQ
PLC-gamma1 inh – PLC-gamma1 enzyme inhibitors, primary screen, biochemical, fluorescence, purified enzyme; fluorogenic substrate; 370,000 tested, 0.84% active; inhibition, % at 12.2 µM; in the data active means inhibition above about 9.5%
TDP2 absorb – human TDP2 enzyme inhibitors, primary screen, biochemical, epi absorbance, recombinant enzyme. inhibition, % at 12.8 µM. T5PNP hydrolysis, p-nitrophenol absorbance 415 nm. AID 720702, 2013. 370,000 tested, 0.34% active. Tyrosyl-DNA phosphodiesterase 2 (Homo sapiens), O95551;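 active means inhibition above the mean of all tested compounds plus 3 SD, set per campaign, cut at about 25% in these data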;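 further: 0% = DMSO with enzyme and 100% = buffer with substrate but no TDP2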
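Test system: Human TDP2 enzyme | Reagent: 5 mM T5PNP | Compound dosing: 12.8 µM single point, 1% DMSO | Incubation: Enzyme reaction with compound for 2 h at 37 °C | Technique: p-Nitrophenol epi absorbance | Read-out: % inhibition relative to enzyme-containing and enzyme-free wells | Benchmarks: High control without enzyme, low control DMSO plus TDP2 | Replicates: Singlicate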
SIAE primary – human SIAE inhibitors, primary screen, biochemical, fluorescence polarization, FP-Rh probe, 1536-well HTS; inhibition, % at 9.66 µM; SIAE FP-Rh probe binding; 370,000 tested, 0.69% active; Sialate O-acetylesterase (Homo sapiens), Q9HAT2;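 active means inhibition above a cutoff: mean of compounds within the control limits plus 3 SD of those, cut at about 17% in these data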;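 further: 0% = plate median of compound wells and 100% = probe without SIAE protein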
Target sequence (Q9HAT2 whole entry, looked up): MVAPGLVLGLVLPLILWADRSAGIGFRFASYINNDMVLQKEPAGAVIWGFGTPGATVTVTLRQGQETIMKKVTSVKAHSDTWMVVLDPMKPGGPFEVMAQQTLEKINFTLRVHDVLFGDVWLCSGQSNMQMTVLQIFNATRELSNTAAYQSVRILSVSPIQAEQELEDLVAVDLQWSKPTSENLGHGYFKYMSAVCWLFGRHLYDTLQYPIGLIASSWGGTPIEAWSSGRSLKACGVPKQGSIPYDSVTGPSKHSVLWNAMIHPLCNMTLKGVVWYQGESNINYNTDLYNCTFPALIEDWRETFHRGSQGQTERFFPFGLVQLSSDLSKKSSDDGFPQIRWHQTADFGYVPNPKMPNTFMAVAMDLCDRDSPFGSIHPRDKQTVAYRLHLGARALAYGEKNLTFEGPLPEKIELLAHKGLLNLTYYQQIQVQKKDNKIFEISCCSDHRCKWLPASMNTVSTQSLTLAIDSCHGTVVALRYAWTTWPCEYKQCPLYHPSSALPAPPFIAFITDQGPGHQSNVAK
ARFGAP1 inhibitor – inhibitors of rat ARFGAP1 GAP activity, primary screen, biochemical, fluorescence polarization, GDP tracer; 360,000 tested, 0.26% active; ADP-ribosylation factor GTPase-activating protein 1 (Rattus norvegicus), Q62848; inhibition, % at 16.5 µM; AID 651572, 2012; Arfgap1-stimulated ARF1 GTP hydrolysis, GDP FP detection;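 active means inhibition above a per-plate limit, mean inhibition of low control wells plus 3 SD, cut at about 25% in these data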;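 further: 0% = DMSO wells with enzyme and 100% = wells lacking Arfgap1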
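Assay system: Rat Arfgap1 GAP domain (His6, aa 1-136), purified enzyme | Buffer or medium: HEPES 25 mM pH 7.5, NaCl 150 mM, MgCl2, DTT | Schedule: GTP hydrolysis reaction 2 h at 25 °C | Signal: FP of antibody-bound GDP Alexa 633 tracer, ex 620/em 688 nm | Measure: Percent inhibition of Arfgap1-stimulated GTP hydrolysis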
ASAP1 GAP inh – inhibitors of human ASAP1 ArfGAP activity, primary screen, biochemical, fluorescence polarization. Arf-GAP with SH3 domain, ANK repeat and PH domain-containing protein 1 (Homo sapiens), …. ASAP1-stimulated ARF1 GTP hydrolysis, GDP FP detection. inhibition, % at 16.5 µM. 360,000 tested, 0.19% active. AID 624377, 2012; in the data active means inhibition above about 25%;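 further: 0% = vehicle with enzyme and substrate and 100% = no enzyme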
ADAM17 inh – ADAM17 inhibitors, primary screen, biochemical, QFRET. inhibition, % at 6.95 µM. recombinant ADAM17, EDANS/DABCYL FRET peptide cleavage. 370,000 tested, 0.83% active;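 active means inhibition above the mean of compounds lying between control limits plus 3 SD, set per campaign, cut at about 8.5% in these data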;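 further: 0% = DMSO-only wells as the low control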
ADAM10 inh – human ADAM10 inhibitors, primary screen, biochemical, QFRET, HTS | Disintegrin and metalloproteinase domain-containing protein 10 (Homo sapiens), O14672 | recombinant ADAM10, EDANS/DABCYL FRET peptide cleavage, 3 h | inhibition, % at 7 µM | 370,000 tested, 0.62% active | AID 720582, 2013;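 active means inhibition above a per-campaign cutoff equal to the mean of compounds falling between control-based bounds plus 3 SD, cut at about 20% in these data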;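 further: 0% = DMSO wells while the 100% control is not disclosed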
PLC-beta3 inh – human PLC-beta3 inhibitors, primary screen, biochemical, fluorescence; Purified PLC-beta3, fluorogenic substrate; inhibition, % at 12.2 µM; 370,000 tested, 0.18% active; AID 720704, 2013; in the data active means inhibition above about 11%;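 further: 0% = median of compound wells on plate and 100% = full blocker control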
Tn7 DDE FP – inhibitors of Tn7 peptide binding to fibrin DD(E), primary screen, biochemical, fluorescence polarization, human fibrin, Tn7 probe; Fibrinogen beta chain (Homo sapiens), P02675; FP displacement of FITC-Tn7 peptide from fibrin DD(E); 0% = median of compound wells per plate; inhibition, % at 8.3 µM; 370,000 tested, 0.13% active;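 active means inhibition above the mean of compounds falling within the control limits plus 3 SD of them, cut at about 14% in these data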;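 further: 0% = plate median of compound wells and 100% = 10 µM Aha-Tn7 peptide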
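Also added: labelled Tn7 tracer, 0.1 µM; Assay system: human fibrin DD(E) protein; Amount: 2 µM fibrin DD(E); Schedule: 10 min compound pre-incubation, 3 h probe incubation at room temperature; Repeats: one replicate per compound; Read-out basis: percent inhibition; Measured by: fluorescence polarization of the labelled Tn7 tracer.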
* marks the source's active call; other numbers are inactive results.

COc1ccc(CCNC(=O)C2CCN(S(=O)(=O)N3CCC4(CC3)OCCO4)CC2)cc1OC was read as Tn6 DDE FP -7, PLC-gamma1 inh 0, TDP2 absorb -1, SIAE primary -1, ARFGAP1 inhibitor 1, ASAP1 GAP inh -17, ADAM17 inh -6, ADAM10 inh -2, PLC-beta3 inh 0 and Tn7 DDE FP 6.
Screening Cc1[nH]oc(=O)c1N=Nc1ccc2[nH]c(=O)[nH]c2c1 returned Tn6 DDE FP -2, PLC-gamma1 inh 2, TDP2 absorb 0, SIAE primary 5, ARFGAP1 inhibitor -9, ASAP1 GAP inh -3, ADAM17 inh -5, ADAM10 inh -17, PLC-beta3 inh -9 and Tn7 DDE FP 1.
Screening CCn1c(SCC(=O)Nc2ccc(C(=O)OC)cc2)nc2cccnc21 returned Tn6 DDE FP 7, PLC-gamma1 inh -3, TDP2 absorb 2, SIAE primary 1, ARFGAP1 inhibitor 8, ASAP1 GAP inh -8, ADAM17 inh -1, ADAM10 inh 3, PLC-beta3 inh 2 and Tn7 DDE FP 0.
COc1cccc2cc(C(=O)NCCC3=CCCCC3)c(=O)oc12 was read as Tn6 DDE FP -4, PLC-gamma1 inh -20, TDP2 absorb 9, SIAE primary -10, ARFGAP1 inhibitor -3, ASAP1 GAP inh -8, ADAM17 inh -2, ADAM10 inh -8, PLC-beta3 inh -26 and Tn7 DDE FP 0.
Screening Cc1nc(C)c(-c2ccc(SCc3ccc(Cl)cc3)nn2)s1 returned Tn6 DDE FP -3, PLC-gamma1 inh -1, TDP2 absorb -12, SIAE primary -1, ARFGAP1 inhibitor 10, ASAP1 GAP inh 16, ADAM17 inh 4, ADAM10 inh 11, PLC-beta3 inh -7 and Tn7 DDE FP 0.
Screening CCCOc1ccc(/C(O)=C2/C(=O)C(=O)N(CCN(C)C)C2c2ccncc2)cc1 (stereo not drawn) returned Tn6 DDE FP 7, PLC-gamma1 inh 2, TDP2 absorb 17, SIAE primary 4, ARFGAP1 inhibitor -9, ASAP1 GAP inh 9, ADAM17 inh -4, ADAM10 inh -11, PLC-beta3 inh -4 and Tn7 DDE FP 2.
Screening O=C(CCN1C(=O)c2ccccc2C1=O)Nc1ccccc1C(F)(F)F returned Tn6 DDE FP -2, PLC-gamma1 inh 0, TDP2 absorb -4, SIAE primary -4, ARFGAP1 inhibitor -11, ASAP1 GAP inh 4, ADAM17 inh -2, ADAM10 inh 3, PLC-beta3 inh 1 and Tn7 DDE FP 9.
Cc1cc(/C=N/NC(N)=S)c(C)n1-c1ccc(Cl)cc1 was read as Tn6 DDE FP -1, PLC-gamma1 inh -12, TDP2 absorb 7, SIAE primary 7, ARFGAP1 inhibitor 7, ASAP1 GAP inh 9, ADAM17 inh 0, ADAM10 inh 0, PLC-beta3 inh -14 and Tn7 DDE FP 5.
O=C(NCCCCc1ccccc1)C1CC(c2ccccc2C(F)(F)F)=NO1 (stereo not drawn) was read as Tn6 DDE FP 0, PLC-gamma1 inh 2, TDP2 absorb -3, SIAE primary 2, ARFGAP1 inhibitor 4, ASAP1 GAP inh -3, ADAM17 inh 2, ADAM10 inh 8, PLC-beta3 inh 0 and Tn7 DDE FP -9.
For Cc1ccccc1N1CCN(c2ncnc3c2cnn3Cc2ccc(Cl)cc2)CC1 the results were Tn6 DDE FP 3, PLC-gamma1 inh -2, TDP2 absorb 9, SIAE primary -6, ARFGAP1 inhibitor -11, ASAP1 GAP inh 5, ADAM17 inh -4, ADAM10 inh -3, PLC-beta3 inh 0 and Tn7 DDE FP 4.
CCc1ccc(-n2c(=O)c3c(C)c(C)sc3n(CC(=O)NCC3CCCO3)c2=O)cc1 (stereo not drawn) was read as Tn6 DDE FP -2, PLC-gamma1 inh 3, TDP2 absorb -1, SIAE primary -5, ARFGAP1 inhibitor -1, ASAP1 GAP inh 3, ADAM17 inh -5, ADAM10 inh 1, PLC-beta3 inh -5 and Tn7 DDE FP 2.
O=C(O)CSCC(=O)N1CCN(c2cc(C(F)(F)F)nc3ccccc23)CC1 was read as Tn6 DDE FP -6, PLC-gamma1 inh -10, TDP2 absorb -6, SIAE primary 9, ARFGAP1 inhibitor 14, ASAP1 GAP inh -15, ADAM17 inh 0, ADAM10 inh 8, PLC-beta3 inh -20 and Tn7 DDE FP -4.
O=C(COc1ccc(S(=O)(=O)NC2CCCCC2)cc1Cl)Nc1ccc2c(c1)OCO2 was read as Tn6 DDE FP -7, PLC-gamma1 inh 1, TDP2 absorb -2, SIAE primary -5, ARFGAP1 inhibitor 12, ASAP1 GAP inh -2, ADAM17 inh 8, ADAM10 inh 14, PLC-beta3 inh 2 and Tn7 DDE FP -4.
For CCN(CC(=O)Nc1ccc(NC(C)=O)cc1)C(=O)c1ccc(Sc2nncn2C)c([N+](=O)[O-])c1 the results were Tn6 DDE FP 0, PLC-gamma1 inh 1, TDP2 absorb 1, SIAE primary 4, ARFGAP1 inhibitor 8, ASAP1 GAP inh 9, ADAM17 inh -1, ADAM10 inh -16, PLC-beta3 inh 4 and Tn7 DDE FP 4.
For Cc1ccccc1OC(C)C(=O)Nc1ccc(S(=O)(=O)N2CCCC2)cc1 (stereo not drawn) the results were Tn6 DDE FP -4, PLC-gamma1 inh 0, TDP2 absorb -8, SIAE primary 0, ARFGAP1 inhibitor 9, ASAP1 GAP inh -8, ADAM17 inh 1, ADAM10 inh -10, PLC-beta3 inh -10 and Tn7 DDE FP -3.
Screening Cc1nc(Cl)c2c(n1)NC(=O)CO2 returned Tn6 DDE FP 7, PLC-gamma1 inh 2, TDP2 absorb -2, SIAE primary 4, ARFGAP1 inhibitor 0, ASAP1 GAP inh -4, ADAM17 inh 1, ADAM10 inh 5, PLC-beta3 inh 0 and Tn7 DDE FP 7.
COc1cc(NC(=O)c2cc([N+](=O)[O-])ccc2NC(=O)CNC2CCCCC2)cc(OC)c1 was read as Tn6 DDE FP -9, PLC-gamma1 inh -16, TDP2 absorb -3, SIAE primary -6, ARFGAP1 inhibitor -10, ASAP1 GAP inh -7, ADAM17 inh 6, ADAM10 inh 14, PLC-beta3 inh -29 and Tn7 DDE FP -4.
`Cc1cc(C)n2nc(S(=O)(=O)NCCc3ccccc3)nc2n1` gave Tn6 DDE FP 3, PLC-gamma1 inh 2, TDP2 absorb 2, SIAE primary -6, ARFGAP1 inhibitor -11, ASAP1 GAP inh 17, ADAM17 inh 0, ADAM10 inh -5, PLC-beta3 inh 2 and Tn7 DDE FP -1.
Screening O=C(CSc1nnc(CNC(=O)c2cccs2)o1)Nc1ccc2c(c1)OCO2 returned Tn6 DDE FP -14, PLC-gamma1 inh 0, TDP2 absorb 13, SIAE primary 5, ARFGAP1 inhibitor -4, ASAP1 GAP inh 0, ADAM17 inh -4, ADAM10 inh -9, PLC-beta3 inh -2 and Tn7 DDE FP 2.
`O=C(Nc1nnc(SCc2ccc(F)cc2)s1)c1ccccn1` gave Tn6 DDE FP 3, PLC-gamma1 inh -23, TDP2 absorb -7, SIAE primary -6, ARFGAP1 inhibitor -3, ASAP1 GAP inh -12, ADAM17 inh 2, ADAM10 inh 0, PLC-beta3 inh -18 and Tn7 DDE FP 2.
Cc1cc(C)nc(SCC(=O)Nc2ncc(Cc3cccc(Cl)c3Cl)s2)n1 was read as Tn6 DDE FP 1, PLC-gamma1 inh 2, TDP2 absorb 11, SIAE primary 2, ARFGAP1 inhibitor -1, ASAP1 GAP inh 11, ADAM17 inh -6, ADAM10 inh -1, PLC-beta3 inh 0 and Tn7 DDE FP -1.
CCNc1nc(NCC)n2c(SCC(=O)Nc3ccccc3)nnc2n1 was read as Tn6 DDE FP -7, PLC-gamma1 inh 2, TDP2 absorb 11, SIAE primary 11, ARFGAP1 inhibitor -4, ASAP1 GAP inh -2, ADAM17 inh -4, ADAM10 inh -1, PLC-beta3 inh -2 and Tn7 DDE FP 1.
COc1ccc(Oc2c(C)oc3cc(OC(=O)N4CCOCC4)ccc3c2=O)cc1 was read as Tn6 DDE FP -1, PLC-gamma1 inh 1, TDP2 absorb 3, SIAE primary -11, ARFGAP1 inhibitor 3, ASAP1 GAP inh 0, ADAM17 inh -3, ADAM10 inh -4, PLC-beta3 inh -2 and Tn7 DDE FP 1.
Screening CSc1ccc(CN2CCN(C(=O)c3ccncc3)CC2)cc1 returned Tn6 DDE FP 1, PLC-gamma1 inh 1, TDP2 absorb -4, SIAE primary -3, ARFGAP1 inhibitor 14, ASAP1 GAP inh -6, ADAM17 inh -3, ADAM10 inh 3, PLC-beta3 inh 2 and Tn7 DDE FP 3.

Entries listed so far containing a nitro group on carbon:
For CCN(CC(=O)Nc1ccc(NC(C)=O)cc1)C(=O)c1ccc(Sc2nncn2C)c([N+](=O)[O-])c1 the results were Tn6 DDE FP 0, PLC-gamma1 inh 1, TDP2 absorb 1, SIAE primary 4, ARFGAP1 inhibitor 8, ASAP1 GAP inh 9, ADAM17 inh -1, ADAM10 inh -16, PLC-beta3 inh 4 and Tn7 DDE FP 4.
COc1cc(NC(=O)c2cc([N+](=O)[O-])ccc2NC(=O)CNC2CCCCC2)cc(OC)c1 was read as Tn6 DDE FP -9, PLC-gamma1 inh -16, TDP2 absorb -3, SIAE primary -6, ARFGAP1 inhibitor -10, ASAP1 GAP inh -7, ADAM17 inh 6, ADAM10 inh 14, PLC-beta3 inh -29 and Tn7 DDE FP -4.

From PubChem
